Mcl-1 Bim block: human Bim-Mcl-1 interaction inhibition | Bead-based flow cytometry, Bim peptide-Mcl-1 binding | 190,000 compounds, 0.1% hits | Q07820 | inhibition, % at 10 µM | AID 1009;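 also: 0% = no compound tracer wells and 100% = peptide blocker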
Bcl-2 Bim block: human Bim-Bcl-2 interaction inhibition. Bead-based flow cytometry, Bim peptide-Bcl-2 binding. inhibition, % at 10 µM. AID 950. P10415. 190,000 compounds, 0.06% hits; in the data active = inhibition above about 40%; inconclusive = no clear call, values can overlap the other calls;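 also: 0% = no compound wells with probe peptide and 100% = reference peptide inhibitor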
Target sequence (P10415 whole entry, looked up): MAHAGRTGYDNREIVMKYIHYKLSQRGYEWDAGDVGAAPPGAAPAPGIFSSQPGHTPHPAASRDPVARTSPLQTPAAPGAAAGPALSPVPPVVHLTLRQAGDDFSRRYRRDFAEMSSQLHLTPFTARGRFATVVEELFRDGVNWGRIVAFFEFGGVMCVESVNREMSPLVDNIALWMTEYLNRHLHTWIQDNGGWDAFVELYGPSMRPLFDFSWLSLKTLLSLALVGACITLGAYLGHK
Bim-Bcl-W: inhibitors of Bim-Bcl-W interaction, human | inhibition, % at 10 µM | bead-based flow cytometry, Bim peptide-Bcl-W binding | Q92843 | 190,000 compounds, 0.02% hits;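 also: 0% = bound tracer without compound and 100% = peptide blocker; higher means less fluorescent Bim peptide bound to Bcl-W beads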
Target sequence (Q92843 whole entry, looked up): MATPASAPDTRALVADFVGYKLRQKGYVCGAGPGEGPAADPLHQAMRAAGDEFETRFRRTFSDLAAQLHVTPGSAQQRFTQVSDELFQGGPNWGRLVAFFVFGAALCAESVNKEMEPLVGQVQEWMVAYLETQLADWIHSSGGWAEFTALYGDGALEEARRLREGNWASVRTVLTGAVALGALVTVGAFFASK
Mcl1 Bid PPI: disrupts binding of human Mcl-1 to Bid peptide; Q07820; TR-FRET Mcl-1/Bid-Dy647 peptide binding, 1536-well; inhibition, % at 21.7 µM; 220,000 compounds, 0.97% hits;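 active = compounds that cut the binding signal by more than half at the single screening dose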;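 also: His-tagged Mcl-1 with europium anti-His antibody binding Bid BH3 peptide; 0% = Mcl-1 plus peptide wells and 100% = peptide-only wells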
RGS7-Gao reg: human RGS7-Galphao interaction regulation; P09471; binding response (% of control), % at 10 µM; 220,000 compounds, 0.35% hits; AID 1439; Multiplexed bead flow cytometry, RGS7-Galphao binding; actives lie on both sides; in the data active = binding response below about 49% or above about 150%; inconclusive = no clear call, values can overlap the other calls; inactive = in between;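 also: fluorescent Galphao held in activated GDP-AlF4 state binding bead-coupled RGS7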
Target sequence (P09471 whole entry, looked up): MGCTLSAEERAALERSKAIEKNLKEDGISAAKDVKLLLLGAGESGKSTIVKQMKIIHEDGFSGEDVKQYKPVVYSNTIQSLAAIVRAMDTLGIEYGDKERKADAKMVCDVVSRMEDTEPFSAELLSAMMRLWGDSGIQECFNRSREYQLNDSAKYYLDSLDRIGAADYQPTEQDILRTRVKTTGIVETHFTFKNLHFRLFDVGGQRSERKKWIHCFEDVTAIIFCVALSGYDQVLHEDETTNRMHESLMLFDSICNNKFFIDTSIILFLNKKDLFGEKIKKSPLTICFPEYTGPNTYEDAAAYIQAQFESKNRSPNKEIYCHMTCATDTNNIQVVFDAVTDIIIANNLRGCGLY
Mcl1 Noxa PPI: Mcl-1/Noxa interaction inhibition; Q07820; TR-FRET Mcl-1/Noxa peptide binding, 2 h; inhibition, % at 21.7 µM; 220,000 compounds, 1.5% hits; AID 1022;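 active = compounds that cut the protein-peptide binding signal by more than 50% relative to plate controls in a single-dose test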;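 also: His-tagged Mcl-1 with rhodamine Noxa BH3 peptide and terbium anti-His antibody; 0% = Mcl-1 plus Noxa peptide wells and 100% = peptide-only wells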
Bfl-1 Bim block: disrupts Bim binding to human Bfl-1; Q16548; Bead-based flow cytometry, Bim-Bfl-1 binding inhibition; inhibition, % at 10 µM; 190,000 compounds, 0.12% hits;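 also: 0% = wells without compound plus tracer and 100% = blocker peptide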
RGS8-Gao: human RGS8-Galphao interaction regulation; P09471; multiplexed bead flow cytometry, RGS8-Galphao binding; actives lie on both sides; response (percent of control binding), % at 10 µM; 220,000 compounds, 0.34% hits; in the data active = response below about 60% or above about 140%; inactive = in between;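 also: Galphao activated as the GDP aluminium fluoride complex binding bead-coupled RGS8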
RGS4-Gao reg: modulates binding of RGS4 to human Galphao | P09471 | Multiplexed bead flow cytometry; actives lie on both sides | binding response (% of control), % at 10 µM | 220,000 compounds, 0.33% hits | AID 1415; in the data active = binding response below about 49% or above about 150%; inactive = in between;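 also: fluorescent Galphao activated with aluminum fluoride binding bead-coupled RGS4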
Bcl-B Bim block: human Bim-Bcl-B interaction inhibition; Q9HD36; bead-based flow cytometry, Bim peptide-Bcl-B binding; inhibition, % at 10 µM; 190,000 compounds, 0.073% hits;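 also: 0% = tracer peptide without compound and 100% = reference inhibitor peptide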
Bim-Bcl-XL: inhibitors of Bim-Bcl-XL interaction, human; Q07817; Bim peptide-Bcl-XL binding, bead flow cytometry, fluorescence; inhibition, % at 10 µM; 190,000 compounds, 0.04% hits
Target sequence (Q07817 whole entry, looked up): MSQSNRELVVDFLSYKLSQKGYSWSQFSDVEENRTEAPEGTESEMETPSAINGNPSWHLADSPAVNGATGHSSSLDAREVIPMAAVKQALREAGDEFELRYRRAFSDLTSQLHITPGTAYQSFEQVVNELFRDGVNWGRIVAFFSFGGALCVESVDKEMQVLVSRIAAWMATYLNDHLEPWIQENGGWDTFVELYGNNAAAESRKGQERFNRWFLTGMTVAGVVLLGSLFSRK
* hit, by the source's call; u = inconclusive; x = not tested or not shown. Rule as the data show it, unless noted: active = inhibition above about 40%.

Under each structure – Mcl-1 Bim block | Bcl-2 Bim block | Bim-Bcl-W | Mcl1 Bid PPI | RGS7-Gao reg | Mcl1 Noxa PPI | Bfl-1 Bim block | RGS8-Gao | RGS4-Gao reg | Bcl-B Bim block | Bim-Bcl-XL
COc1ccc(C(=O)OCC(=O)NC2CC2)cc1[N+](=O)[O-]
 : -2 | -8 | -3 | -11 | 99 | -2 | -17 | 101 | 98 | -8 | -7
O=C(NCC(c1cccnc1)N1CCN(c2ccccc2)CC1)C1CCCCC1 (centres undefined)
 : 2 | -3 | -1 | -7 | 96 | 5 | -6 | 99 | 98 | -7 | 3
Brc1ccccc1-n1nnc(-c2nccs2)n1
 : 0 | -5 | 0 | -11 | 103 | -11 | -3 | 100 | 95 | -6 | -2
COc1ccc(Br)cc1CNC(=O)Nc1cccs1
 : 4 | 3 | 0 | -21 | 81 | 1 | 6 | 78 | 81 | 0 | 5
CCOc1ccc(NC(=S)NCc2cccnc2)cc1
 : x | x | x | -22 | u | -4 | x | 98 | 93 | x | x
CC(C)C(=O)Nc1cccc(C(=O)OCC(=O)c2ccc(Cl)cc2Cl)c1
 : -2 | -3 | 0 | -24 | 101 | -5 | -1 | 100 | 102 | -2 | -1
COc1ccc(S(=O)(=O)NC(CC(=O)NCCc2ccc(OC)c(OC)c2)C(C)C)cc1 (centres undefined)
 : 0 | 0 | 2 | -5 | 105 | 12 | 3 | 105 | 103 | 0 | 0
COc1ccc(NC(=O)C(NC(=O)OC(C)(C)C)C(C)OCc2ccccc2)cc1 (centres undefined)
 : -1 | -1 | 0 | -31 | 99 | 3 | -3 | 102 | 99 | 3 | 0
CCOc1ccc(CCNC(=O)C2CCCN2C(=O)OCc2ccccc2)cc1OCC (centres undefined)
 : 2 | 0 | -2 | -3 | 99 | -6 | -3 | 98 | 99 | 0 | -1
CC(C)OCCCNC(=O)c1c(N)n(/N=C/c2cccs2)c2nc3ccccc3nc12
 : -4 | -12 | -3 | 61* | 100 | 32 | -10 | 98 | 99 | -13 | -13
CC(C)Cn1c(=O)n(C)c(=O)c2[nH]cnc21
 : x | x | x | -17 | u | -4 | x | 101 | 95 | x | x
CCOC(=O)/C(C#N)=C/c1cn(CCC(=O)O)nc1-c1cccc(Br)c1
 : -1 | -1 | 0 | -3 | 99 | 18 | -9 | 102 | 96 | -5 | -3
N#Cc1cnn(-c2ncnc3sc4c(c23)CCCC4)c1N
 : 0 | -3 | 4 | 1 | 104 | 11 | -6 | 100 | 99 | 0 | 0
O=C(c1ccc(-c2nnc(Nc3ccccc3)c3ccccc23)cc1)N1C[C@H]2C[C@H](C1)c1cccc(=O)n1C2
 : 0 | 3 | 0 | 4 | 95 | 14 | 0 | 95 | 94 | -1 | -1
Cc1nnc(SCc2ccc(F)cc2)s1
 : -2 | -6 | -3 | -6 | 100 | -7 | -13 | 100 | 99 | -12 | -7
Cc1ccc(-c2nn(-c3cc(Cl)ccc3[N+](=O)[O-])c(=O)c3ccccc23)cc1
 : -2 | -9 | 0 | -1 | 99 | -5 | -12 | 100 | 99 | -9 | -3
O=C(O)c1ccc(Br)c(S(=O)(=O)N2CCCC2)c1
 : -4 | -11 | -8 | 2 | 112 | 18 | -4 | 103 | 118 | -9 | -5
Cc1ccc(C)c(-n2c(C)cc(/C=N/NC(=O)c3c(C)nc4cc(C)ccn34)c2C)c1
 : -2 | 0 | -5 | -37 | 106 | -26 | 0 | 105 | 106 | -7 | -4
COc1c2c(cc3oc(=O)ccc13)OC(C)(C)C=C2
 : x | x | x | -27 | u | 18 | x | 112 | 117 | x | x
CC(C)c1cc(C(C)C)n2nc(N)nc2n1
 : x | x | x | 4 | u | -1 | x | 106 | 112 | x | x
COCCNC(=O)CN(c1cc(C(F)(F)F)ccc1Cl)S(C)(=O)=O
 : 0 | -4 | 3 | -16 | 99 | -4 | -12 | 98 | 98 | -5 | -2
COc1ccc(-c2nc(C#N)c(N3CCCCCC3)o2)cc1OC
 : -3 | 0 | 0 | 29 | 101 | 12 | 0 | 101 | 99 | -1 | -2
CCOC(=O)c1c(NC(=O)CSc2nnnn2C)sc(CC)c1C
 : 0 | -2 | 0 | -48 | 102 | 0 | -2 | 103 | 104 | -1 | -2
COC(=O)c1c(-c2ccc(F)cc2)noc1N
 : 0 | -6 | 3 | 2 | 102 | 1 | -10 | 99 | 103 | -7 | -8
Cc1ccc2c(c1)c1c(n2CC(O)CNC(CO)(CO)CO)CCCC1 (centres undefined)
 : -2 | -1 | -1 | -34 | 92 | 8 | -8 | 90 | 87 | -4 | -6
COc1ccc(C(=O)OCn2nnc3ccccc3c2=O)cc1OC
 : 1 | 1 | 4 | -1 | 100 | 15 | 1 | 92 | 99 | 2 | 0
NC1=NC(c2ccc(Cl)cc2)n2c(nc3ccccc32)N1 (centres undefined)
 : -4 | -3 | 0 | 15 | 101 | 21 | -9 | 104 | 104 | -7 | -3
O=C(NCc1ccccc1)c1cncc(Br)c1
 : 0 | -3 | 0 | -63 | 94 | 9 | 0 | 96 | 92 | -2 | 0
Nc1ncnc(Oc2cccc3cccnc23)c1[N+](=O)[O-]
 : 0 | 0 | -2 | -11 | 103 | 9 | -6 | 105 | 102 | -2 | -2
O=c1cc(-c2ccccc2)nc(N2CCCCC2)[nH]1
 : -1 | -5 | 1 | -26 | 99 | 15 | -12 | 103 | 99 | -7 | -1
COc1ccc(/C=C(\C#N)C(=O)c2c(C)[nH]c3ccccc23)cc1OC
 : -1 | 1 | 0 | 9 | 93 | 17 | 1 | 78 | 92 | -3 | -2
Cc1cc(N/N=C/c2ccccc2O)nc(-c2ccccc2O)n1
 : 0 | -4 | -2 | -17 | 105 | 33 | 0 | 102 | 100 | -4 | -4
COc1ccc(/C=C/c2cc(C(F)(F)F)[nH]c(=O)n2)cc1OC
 : 0 | -2 | 1 | -7 | 100 | 12 | -2 | 102 | 98 | 3 | 1
COc1ccccc1CNC(=O)CCn1c(=O)oc2ccccc21
 : -3 | -10 | -4 | -20 | 107 | -6 | -13 | 102 | 108 | -6 | -5
CCCS(=O)(=O)c1cn2cccc(N)c2c1S(=O)(=O)CCC
 : 1 | -3 | 1 | -66 | 101 | -3 | -2 | 99 | 104 | -5 | -1
Cc1cc(=O)oc(C)c1C(=O)NC1CC(C)(C)NC(C)(C)C1
 : -5 | -3 | -7 | -27 | 104 | 3 | 5 | 113 | 108 | 0 | -5
Cc1cccc(NC(=O)CC2S/C(=N/c3nccs3)N(C)C2=O)c1 (centres undefined)
 : -2 | -8 | 4 | -4 | 101 | 6 | -12 | 102 | 104 | -9 | -1
CC(C(=O)Nc1ccc(Cl)cc1)c1ncc(C(F)(F)F)cc1Cl (centres undefined)
 : 0 | -11 | 0 | 12 | 100 | -9 | -13 | 101 | 98 | -9 | -15
Cc1ccc(C)c(Cn2c(=O)n(CCC(=O)NCc3ccco3)c(=O)c3sccc32)c1
 : -2 | 0 | -4 | -17 | 90 | -12 | -1 | 95 | 90 | 1 | 0
CCN(CC)CCCC(C)NC(=O)c1ccc(C(F)(F)F)cc1 (centres undefined)
 : 0 | -5 | -2 | -4 | 96 | 5 | -9 | 103 | 102 | -4 | -1
O=C(c1ccc(Cn2cc(Cl)cn2)o1)N1CCN(Cc2ccc3c(c2)OCO3)CC1
 : -6 | -11 | -1 | 27 | 101 | 4 | -17 | 99 | 104 | -8 | -4
Cc1cccc(Nc2ccc([N+](=O)[O-])cc2C(=O)O)c1
 : -2 | -1 | -1 | 7 | 102 | 22 | -1 | 96 | 100 | -3 | -6
COc1cccc(C(=O)N2CCN(Cc3cc(Br)ccc3OC)CC2)c1
 : -5 | -2 | -6 | 49 | 96 | 23 | -2 | 100 | 98 | -7 | -9
COC(=O)c1ccsc1NC(=O)CN1CCN(Cc2ccc3c(c2)OCO3)CC1
 : -2 | -3 | 2 | -37 | 102 | -13 | -9 | 103 | 102 | -4 | -3
CCC(CC)C(=O)c1c[nH]c(C(=O)NCc2ccco2)c1
 : 0 | 2 | 2 | -23 | 101 | 14 | -1 | 100 | 99 | 0 | -1
Cc1ccc(C)c(NC(=O)CSc2nnc(-c3ccco3)o2)c1
 : 0 | -7 | -2 | 2 | 96 | 2 | -5 | 102 | 99 | -13 | -15
COc1ccc(C(=O)OCC(=O)Nc2ccc(F)c(F)c2F)cc1OC
 : -3 | 0 | -1 | -11 | 95 | -2 | -2 | 100 | 100 | -2 | -4
O/N=C(\Cc1cscn1)c1ccc(O)cc1O
 : 4 | -6 | 1 | -67 | 100 | -2 | -10 | 100 | 99 | -4 | 2
Cn1cc(Br)c(-c2cccc(NC(=O)CCC(=O)O)c2)n1
 : x | x | x | 6 | u | 14 | x | 99 | 98 | x | x
O=c1[nH]c(CSc2nnc(-c3ccccc3)n2-c2ccccc2)nc2ccccc12
 : -2 | 1 | -3 | 9 | 100 | 15 | 0 | 99 | 102 | -4 | -1

Just Bcl-B Bim block, for some of the entries so far:
Molecule | Bcl-B Bim block
Cc1ccc(C)c(NC(=O)CSc2nnc(-c3ccco3)o2)c1 | -13
COc1ccc(C(=O)OCC(=O)Nc2ccc(F)c(F)c2F)cc1OC | -2

(cont.)
Under each structure – Mcl-1 Bim block | Bcl-2 Bim block | Bim-Bcl-W | Mcl1 Bid PPI | RGS7-Gao reg | Mcl1 Noxa PPI | Bfl-1 Bim block | RGS8-Gao | RGS4-Gao reg | Bcl-B Bim block | Bim-Bcl-XL
CN(C)c1nc(N)nc(CSc2nnnn2C)n1
 : -1 | -6 | 1 | 23 | 96 | 1 | -15 | 101 | 96 | -8 | -5
COCCNC(=O)CN(C(=O)Cn1nnc2ccccc21)c1ccc(C)cc1
 : 0 | 0 | 0 | -4 | 104 | -9 | -6 | 103 | 101 | -1 | 0
Cc1ccc(C)c(N2CCN(C(=O)CCn3c(=S)[nH]c4cc5c(cc4c3=O)OCO5)CC2)c1
 : -4 | -10 | -2 | 5 | 94 | 11 | -14 | 96 | 95 | -10 | -6
Cc1ccc(OCc2ccc(C#N)cc2)c(C(=O)c2cc(C#N)c(=O)n(C3CC3)c2)c1
 : -2 | -9 | -6 | -57 | 114 | -7 | -4 | 102 | 103 | -7 | -5
Cc1noc(C)c1COC(=O)Cc1ccc(Br)cc1
 : 3 | -2 | 3 | -12 | 98 | 9 | -4 | 102 | 96 | -5 | -1
O=C(NNC(=S)NCc1ccco1)c1ccc(S(=O)(=O)N2CCOCC2)cc1
 : 0 | 2 | 5 | -80 | 102 | 2 | 0 | 101 | 97 | -26 | 1
Cc1ccc2nc(NC(=O)/C=C/c3ccc4c(c3)OCO4)sc2c1
 : 0 | 0 | -3 | 31 | 102 | 33 | 2 | 95 | 97 | -2 | -1
CC(=O)c1sc2nsc(SCCN3CCCCC3)c2c1N
 : x | x | x | -49 | u | -1 | x | 98 | 102 | x | x
CC(=O)c1ccccc1OCCOc1ncnc2sccc12
 : 0 | -5 | 2 | -16 | u | 10 | -7 | 100 | 98 | -7 | -2
COc1ccc(C(N)=O)cc1N
 : -2 | -1 | 0 | -29 | 102 | -6 | -2 | 102 | 101 | 0 | -3

Source: PubChem
